Screening results deposited in PubChem by National Center for Advancing Translational Sciences (NCATS).
IMPase cell inh = IMPase inhibition in cells; CHO-M1 cells, IP1 accumulation, HTRF TR-FRET ratio; 120,000 tested, under 10 active; inhibition (IP1 accumulation), % at 46.1 µM; P97697; AID 901; active means well fitted curve in the direction sought with a large enough effect in the signal ratio, not every such curve was filed as active; inconclusive means small, poorly fitted or top-dose-only effect, or a change in a side signal; inactive means no such curve, though single readings can be large or run the other way; the % refers to the signal ratio;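 further: cells stimulated with carbachol in lithium chloride buffer; plate controls were DMSO basal wells for no effect and reference inhibitor wells for full effect; higher means more IMPase inhibition seen as more IP1 and lower FRET ratio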
Target sequence (P97697 whole entry, looked up): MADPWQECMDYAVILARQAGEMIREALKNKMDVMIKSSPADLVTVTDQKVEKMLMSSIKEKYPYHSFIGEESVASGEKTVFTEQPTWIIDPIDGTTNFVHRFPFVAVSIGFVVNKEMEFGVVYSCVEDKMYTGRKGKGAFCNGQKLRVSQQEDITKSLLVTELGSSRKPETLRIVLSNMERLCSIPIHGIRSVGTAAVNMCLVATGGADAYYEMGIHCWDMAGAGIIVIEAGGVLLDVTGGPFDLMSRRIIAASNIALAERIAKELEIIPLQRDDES
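Measured: the HTRF emission ratio (665/620 nm) plus the 620 nm donor channel, each fitted to the Hill equation to give AC50. Cells were CHO-M1 given compounds up to 46 uM and a 30 min carbachol stimulation at 37C.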
PNC inhibitor = inhibitors of perinucleolar compartment assembly. PC3M PTB-GFP, PNC prevalence imaging, 16 h; hits give low values. hit rate 3.1% among 140,000. activity change (PNC), negative = inhibition, % at 10 µM. AID 2417;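 active means readout at or below -70, meaning at least 70% loss of cells showing the perinucleolar compartment, a nuclear body marking cancer cells; inconclusive means readout between -30 and a set limit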;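 further: plate controls were DMSO wells for no effect and camptothecin positive control wells for full effect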
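PC3M cells stably expressing PTB-GFP, 750–1000 cells/well, treated 16 h at 37 °C with compound (23 nl of library stock), in duplicate. After paraformaldehyde fixation and Hoechst stain, imaged at 20x; PNC prevalence scored by image analysis.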
ALOX12 inhib = 12-hLO (ALOX12) enzyme inhibition; purified 12-hLO, xylenol orange hydroperoxide absorbance; Potency, µM (series often up to 57.1 µM), for inactives: at the top dose activity change, negative = inhibition, hits mostly inhibitors; hit rate 0.12% among 150,000; further: potency means the concentration at half of the fitted maximal effect; nearly all actives have a fitted effect of over 55% in size; many of its hits are not listed in these tables
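Hydroperoxide output read as Fe(III)-xylenol orange absorbance, 573-to-405 nm ratio, after 30 min reaction with 40 uM arachidonic acid. Enzyme: 150 nM purified human 12hLO, 15 min compound preincubation; 25 mM Hepes pH 7.0, room temperature.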
ALOX15B inhib = 15-hLO-2 (ALOX15B) enzyme inhibition; O15296; purified 15hLO-2, xylenol orange hydroperoxide absorbance; Potency, µM (doses to about 57.1 µM), without a hit: at the highest dose activity change, negative = inhibition, hits mostly inhibitors; hit rate 0.56% among 110,000; further: potency means the concentration at half of the fitted maximal effect; nearly all actives have a fitted effect of over 60% in size; many of its hits are not listed in these tables
Target sequence (O15296 whole entry, looked up): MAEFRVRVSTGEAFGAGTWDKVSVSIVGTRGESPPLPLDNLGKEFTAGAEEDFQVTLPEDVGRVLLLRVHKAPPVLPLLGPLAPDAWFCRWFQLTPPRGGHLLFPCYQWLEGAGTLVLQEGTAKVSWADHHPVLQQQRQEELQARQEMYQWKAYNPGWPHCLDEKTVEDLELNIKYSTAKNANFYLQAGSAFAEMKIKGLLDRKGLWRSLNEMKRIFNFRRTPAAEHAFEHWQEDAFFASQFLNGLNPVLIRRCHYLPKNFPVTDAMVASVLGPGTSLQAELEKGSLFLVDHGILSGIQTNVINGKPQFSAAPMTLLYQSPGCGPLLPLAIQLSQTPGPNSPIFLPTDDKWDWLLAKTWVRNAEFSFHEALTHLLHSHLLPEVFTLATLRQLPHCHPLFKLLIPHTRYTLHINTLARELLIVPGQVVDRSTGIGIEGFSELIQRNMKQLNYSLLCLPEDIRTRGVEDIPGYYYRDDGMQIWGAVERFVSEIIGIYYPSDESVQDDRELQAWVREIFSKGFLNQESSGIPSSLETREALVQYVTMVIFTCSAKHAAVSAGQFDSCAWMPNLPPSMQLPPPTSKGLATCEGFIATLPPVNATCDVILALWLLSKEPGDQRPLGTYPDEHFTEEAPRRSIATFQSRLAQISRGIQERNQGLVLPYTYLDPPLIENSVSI
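Enzyme 50 nM, AA 45 uM, 25 mM Hepes pH 7.5 + 0.01% Triton X-100; cpd preinc 15 min RT, rxn 90 min RT; stop/detect with 200 uM XO + 300 uM Fe(II) in 50 mM H2SO4, 30 min; A573/A405.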
Active calls of the source: *; ? = inconclusive; nt = not tested or not shown; [ ] = remark or other dose. Unless noted, the call rests on the fitted dose curve; in most records, active means well fitted curve in the direction sought with a large enough effect; inconclusive means small, poorly fitted or top-dose-only effect, or another doubt; inactive means no such curve, though single readings can be large; an effect the other way counts as inactive or inconclusive. Unless noted, on the % scale 0 is the no-effect control and ±100 the full control effect. This is a subset (hit frequency here may not be typical).

item	structure	IMPase cell inh	PNC inhibitor	ALOX12 inhib	ALOX15B inhib
1	COc1ccc(CN2C(=O)NC3(CCCCCC3)C2=O)cc1F	3.7	-2.6	-5.6%	-1.8%
2	COc1cccc(-c2nnc(SCc3nc4ccccc4[nH]3)n2N)c1	-2.8	25.8	-5.0%	24.9%
3	CSc1nc(=NC(C)=O)ss1	-2.8	50.9	-4.1%	-14.0%
4	COc1ccc2cc(CN(Cc3cccs3)Cc3nnnn3Cc3ccccc3)c(=O)[nH]c2c1	-11.9	25.0	-18.8%	nt
5	COC(=O)c1cn(-c2ccccc2)nc1-c1cccnc1	-0.8	-22.9	-2.6%	-5.2%
6	C/C(=N\Nc1nc(-c2ccc(C)cc2C)cs1)c1cc2ccccc2oc1=O	nt	112.1	2.8%	nt
7	O=C(N/N=C/C1CC2CCC1C2)c1ccc2c(c1)OCO2 (stereo not given)	nt	-21.3	2.9%	nt
8	CC(C)(C)c1nc(S(=O)(=O)c2ccc(Cl)cc2)c(N2CCOCC2)o1	-0.8	40.9	-2.6%	-2.5%
9	Cc1ccc(S(=O)(=O)N2CCN(CC(=O)N/N=C\c3ccc(Cl)c([N+](=O)[O-])c3)CC2)cc1	?	-6.3	-11.6%	nt
10	Cc1nc2ccc(S(=O)(=O)NCC(=O)N3CCN(c4ccccn4)CC3)cc2s1	-0.1	-16.8	0.0%	-15.2%
11	CC(=O)c1sc(N)c(C(=O)OC(C)C)c1C	-0.6	-24.5	-3.0%	-0.9%
12	O=C(CS(=O)(=O)Cc1ccccc1)Nc1ccc(Cl)cn1	1.5	34.8	-3.6%	nt

Other results:
item	structure	IMPase cell inh	PNC inhibitor	ALOX12 inhib	ALOX15B inhib
13	Cc1oc(-c2cccc(Cl)c2)nc1CN1CCCC(C(=O)NCc2ccco2)C1 (stereo not given)	6.2	?	-0.1%	nt
14	C[C@@]12CC[C@@H]3c4ccc(O)cc4CC[C@H]3[C@H]1C[C@@H](O)[C@H]2O	1.8[20.6 µM]	nt	-1.4%[25.6 µM]	-2.3%[25.6 µM]
15	Cc1c(N(C)C)nc2ccccc2c1N	0.5	-25.4	-9.4%	-12.2%
16	Clc1ccc(-c2nnc(CSc3nnc(-c4cccs4)o3)o2)cc1	-11.3	-15.7	-8.0%	-6.0%
17	COc1ccc(S(=O)(=O)CC(O)CN2CCCC2=O)cc1 (stereo not given)	-2.0	-4.2	13.2%	7.5%
18	COc1ccc(-c2nc(C#N)c(NCCc3ccccc3)o2)cc1OC	-6.8	-16.9	-6.9%	-7.0%
19	COc1ccc2ccc3c(c2c1)N=CC1(O3)N(C)c2ccccc2C1(C)C (stereo not given)	7.6	32.5	-19.0%	nt
20	COc1cc(S(=O)(=O)N(Cc2ccco2)C2CCCC2)ccc1-n1cnnn1	12.8	?	-1.2%	-4.3%
21	O=C(COc1ccccc1Cl)Nc1ccc2c(c1)OCCO2	4.6	13.8	-5.6%	-2.1%
22	CCCCC[C@H](O)/C=C\[C@H]1[C@H](C/C=C\CCCC(=O)O)[C@@H](O)C[C@H]1O (tested in a mixture with another compound)	2.8[20.6 µM]	nt	-0.6%[25.6 µM]	-8.2%[25.6 µM]
23	COc1ccc(-c2cc(C(F)(F)F)nc(SCC(=O)Nc3sc4c(c3C#N)CCC4)n2)cc1	-1.6[1.84 µM]	4.2	-1.4%	9.5%[11.4 µM]
24	Cc1cccc(C2CC(c3ccccc3)Nc3nc(N)nn32)c1 (stereo not given)	15.3	-6.6	3.8%	-0.1%

Individual results from the results shown:
`COc1cccc(-c2nnc(SCc3nc4ccccc4[nH]3)n2N)c1` in IMPase cell inh = -2.8
`CC(C)(C)c1nc(S(=O)(=O)c2ccc(Cl)cc2)c(N2CCOCC2)o1` in IMPase cell inh = -0.8

Further records:
item	structure	IMPase cell inh	PNC inhibitor	ALOX12 inhib	ALOX15B inhib
25	Cc1ccccc1CCN(C(=O)Cn1nnc2ccccc21)C(C(=O)NCC1CCCO1)c1nc2ccccc2n1C (stereo not given)	nt	32.3	-0.3%	nt
26	COc1cc(C(C(=O)NC(C)(C)C)N(C(=O)CNC(=O)c2cccs2)c2ccc(C(C)C)cc2)cc(OC)c1OC (stereo not given)	3.5	21.7	-0.5%	-7.7%
27	C=CCN(C(=O)CNS(=O)(=O)c1ccccc1)C(C(=O)NCCOC)c1ccncc1 (stereo not given)	-4.4	31.3	0.4%	4.9%
28	O=C(NCC(=O)N(c1ccccc1)C(C(=O)NC1CCCC1)c1cccnc1)c1cccs1 (stereo not given)	4.9	43.0	-1.6%	nt
29	Cn1cc(Cl)c(C(=O)Nc2nc3ccccc3s2)n1	13.5	?	2.7%	7.5%
30	Cc1ccc(-c2onc3ccc(C4(C)OCCO4)cc23)cc1	6.4	?	-11.1%	-3.4%
31	Brc1ccc(NCc2cccc3ccccc23)nc1	-5.6	13.3	-7.2%	36.3%[activator]
32	COc1cc2c(cc1O)C(Cc1ccc(O)cc1)[N+](C)(C)CC2 (stereo not given)	nt	nt	-0.1%	3.4%
33	O=C(CSc1nc(-c2ccccc2)c(-c2ccccc2)[nH]1)NCc1ccco1	4.3	?	2.6%	2.7%
34	CCOC(=O)c1coc(CNC(=O)c2c(C)oc3c2CCCC3)c1	-0.9	3.9	0.8%	7.8%
35	CS(=O)(=O)N(Cc1ccccc1)c1ccc(C(=O)N2CCN(c3cccc(Cl)c3)CC2)cc1	4.5	25.0	-4.2%	-1.5%
36	COc1ccc(CCNC(=O)CNS(=O)(=O)c2ccc(Br)s2)cc1OC	2.5	63.2	-2.4%	-0.3%

Next entries:
item	structure	IMPase cell inh	PNC inhibitor	ALOX12 inhib	ALOX15B inhib
37	C=C(C)C1Cc2cc3ccc(=O)oc3cc2O1 (stereo not given)	nt	?	-1.8%	nt
38	O=C(O)CCNc1nc(-c2ccccc2)nc2ccccc12	2.8	?	0.5%	-0.3%
39	O=c1[nH]c2sc3c(c2c(=O)n1Cc1ccccc1)CCC3	3.4	34.9	-6.8%	-11.1%
40	O=C(c1ccco1)N1CCN(CC(O)COc2ccc3oc4ccccc4c3c2)CC1 (stereo not given)	-8.4	-92.6*	-2.8%	36.7%[activator]
41	COCCNC(=O)c1ccccc1NS(=O)(=O)c1ccc(Br)s1	-2.1	24.7	1.8%	-4.4%
42	O=c1c2ccccc2nc(/C=C/c2ccc([N+](=O)[O-])cc2)n1CCCO	nt	?	3.5%	nt
43	O=C(c1cc2c(s1)CCC2)N1C(=O)c2ccccc2S1(=O)=O	-18.4	-23.3	-3.9%	-14.9%
44	CC(SC1=NCCS1)C(=O)Nc1nnc(-c2ccc(Cl)cc2)s1 (stereo not given)	-4.6	?	0.5%	-8.3%
45	C[C@@]12CC[C@@H]3c4ccc(O)cc4CC[C@H]3[C@H]1CC[C@H]2O	0.0[20.6 µM]	nt	-4.6%[25.6 µM]	-6.8%[25.6 µM]
46	O=C(c1ccc(Cl)cc1)c1cnc2ccccn12	-2.5	15.5	2.5%	0.6%
47	O=C(C1CC1)N1CCN=C1SCc1ccc(Cl)cc1	1.6	?	-6.9%	-1.2%
48	CCNC(=O)CN(C1CCCCC1)S(C)(=O)=O	nt	-8.2	1.2%	nt

More entries follow.
item	structure	IMPase cell inh	PNC inhibitor	ALOX12 inhib	ALOX15B inhib
49	Cc1ccccc1NC(=O)N(C(C)C)C(C)C	3.3	-17.0	-2.7%	-0.8%
50	Cc1ccc(S(=O)(=O)N2CCC(C(=O)NCC3CCCO3)CC2)cc1 (stereo not given)	0.9	31.2	-8.9%	3.3%
51	Cc1ccc(C)c(CSc2ncccc2C(=O)O)c1	nt	?	1.0%	nt
52	Cc1ccc(C(C(=O)NC2CCCCC2)N2CCC3(CC2)OCCO3)cc1 (stereo not given)	10.4	-21.3	-4.7%	-0.3%
53	O=S(=O)(c1ccccc1)N1CCC[C@@]2(CCN(c3cccc(-c4ccccc4)c3)C2)C1	nt	nt	-17.3%	-21.9%
54	COc1ccccc1NC(=S)N1CCN(C(=O)c2ccco2)CC1	0.7	-11.8	-0.1%	-3.1%
55	CCOC(=O)C1CCCN(C(=O)c2cncc(Br)c2)C1 (stereo not given)	1.8	-25.5	-5.7%	-5.3%
56	COC(=O)CCn1[nH]c(=O)c2ccccc2c1=O	nt	7.6	3.1%	nt
57	Cc1ccccc1NC(=O)CSc1nnc(Cc2ccccc2)o1	1.7	-100.0*	2.3%	nt
58	C/C(CCc1oc2ccc(Cl)cc2c1-c1ccc(C)o1)=N\O	2.0	?	-20.4%	nt
59	COCCCNC(=O)c1ccc(Cn2c(=O)c3ccccc3n(Cc3ccccc3C)c2=O)cc1	7.3	-27.8	-2.3%	-4.1%
60	COc1ccc(-c2oc3ncnc(N)c3c2-c2ccccc2)cc1	4.7	16.8	4.0%	0.4%

Further compounds:
item	structure	IMPase cell inh	PNC inhibitor	ALOX12 inhib	ALOX15B inhib
61	Cc1ccc(S(=O)(=O)Nc2ccc(N=Nc3ccc(O)cc3)cc2)cc1	nt	-0.9	-22.0%	nt
62	C=CCSc1nnc2c(n1)OC(c1cccnc1)N(C(C)=O)c1ccccc1-2 (stereo not given)	5.5	19.3	-11.3%	-16.8%
63	O=C(CSc1ncn[nH]1)NCc1ccccc1	0.7	-16.7	0.0%	4.4%
64	CCOC(=O)C(NC(=O)OC(C)C)(Nc1nccs1)C(F)(F)F (stereo not given)	0.3	7.9	-2.7%	1.9%
65	CCOC(=O)CSC1=Nc2ccccc2C2=NC(CC(=O)NCc3ccc(OC)cc3)C(=O)N12 (stereo not given)	?	-3.6	-7.2%	nt
66	Cc1cccc(NC(=O)c2sc(-c3ccccc3)nc2-c2ccc([N+](=O)[O-])cc2)c1	nt	-100.0*	-0.4%	nt
67	Cc1cccc(C(=O)NCCc2ccc(S(N)(=O)=O)cc2)c1[N+](=O)[O-]	nt	11.0	-1.1%	nt
68	Cc1ccc(S(=O)(=O)N(C)CC(=O)N2CCOCC2)cc1	8.8	?	1.2%	-0.1%
69	Cc1cc(C)nc(NCC(O)CNc2ccccc2C)n1 (stereo not given)	2.0	-18.6	0.6%	-2.7%
70	Nc1nnc(CC(=O)N/N=C/c2cccc([N+](=O)[O-])c2)s1	3.3	32.9	-2.8%	4.1%
71	Cc1cc(C)c(S(=O)(=O)c2ccccc2)c(Cl)n1	-3.4	0.9	0.9%	1.5%
72	Cc1ccccc1NC(=S)N1CCN(Cc2ccc3c(c2)OCO3)CC1	5.1	?	0.9%	nt

More structures:
item	structure	IMPase cell inh	PNC inhibitor	ALOX12 inhib	ALOX15B inhib
73	O=C(COC(=O)Cn1cnc2ccccc21)Nc1ccc2c(c1)OCCO2	-2.4	32.8	-3.2%	4.4%
74	CCn1c(CNC(=O)c2ccc(OC)c(OC)c2)nnc1SCC(=O)c1ccc(OC)cc1	-16.8	?	-4.8%	-7.0%
75	O=C(Cn1ccc([N+](=O)[O-])n1)N1CCCc2ccccc21	10.9	-18.3	5.5%	-2.7%
76	CCCC1CCC(=NNS(=O)(=O)c2ccc(C)c([N+](=O)[O-])c2)CC1 (stereo not given)	-10.2	?	-4.5%	nt
77	Cc1sc(-n2c(C)ccc2C)c(C#N)c1C	5.9	16.8	-4.8%	-27.4%
78	Cc1ccc(NC(=O)COC(=O)c2cccc3c(=O)c(C)c(-c4ccccc4)oc23)cc1	nt	1.0	2.0%	nt
79	COc1ccccc1C(=O)Nc1ccc2c3c(cccc13)CC2	nt	14.5	-3.5%	nt
80	CCOC(=O)COc1ccc([N+](=O)[O-])cc1	nt	14.3	3.0%	nt
81	N#C/C(=C\c1ccccc1C(F)(F)F)C(=O)Nc1ccccc1F	nt	-16.5	2.6%	nt
